# Compound activity as filed in PubChem.
# SUMO1 PPI mod: modulators of SUMO1 protein-protein interactions, primary screen, biochemical, uHTS; inhibition, % at 20 µM; Small ubiquitin-related modifier 1 (Homo sapiens), P63165; hit rate 0.33% among 360,000; SUMO1 binding to a labelled peptide, TR-FRET, 1 h; in the data active = inhibition above about 37%
# Target sequence (P63165 whole entry, looked up): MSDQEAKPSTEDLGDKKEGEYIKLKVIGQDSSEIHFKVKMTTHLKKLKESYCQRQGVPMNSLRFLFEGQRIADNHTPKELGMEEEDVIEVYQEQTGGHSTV
# NRP1-CendR mod: modulators of CendR peptide binding to NRP-1, primary screen, biochemical, fluorescence polarization, uHTS. Neuropilin-1 (Homo sapiens), O14786. FAM-RPARPAR peptide binding to NRP-1. inhibition, % at 25 µM. hit rate 0.85% among 360,000. AID 602438, 2012;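 active = inhibition or corrected inhibition above about 18%, plus a signal ratio from 0.5 to 1.5, limit read from the data, passing the limit was not always enough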; note: strong numbers were not always called active
# Rpn11 inh: Rpn11 (PSMD14) deubiquitinase inhibitors, primary screen, biochemical, fluorescence polarization, uHTS; calls only at 20 µM; AID 588493, 2011; human 26S proteasome, Ub4-pepOG fluorescence polarization; 20S core pre-blocked with epoxomicin; hit rate 0.59% among 360,000;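 active = inhibition at 20 µM, scaled to each plate's controls, above about 33%, limit read from the data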
# Target sequence (O00487 whole entry, looked up): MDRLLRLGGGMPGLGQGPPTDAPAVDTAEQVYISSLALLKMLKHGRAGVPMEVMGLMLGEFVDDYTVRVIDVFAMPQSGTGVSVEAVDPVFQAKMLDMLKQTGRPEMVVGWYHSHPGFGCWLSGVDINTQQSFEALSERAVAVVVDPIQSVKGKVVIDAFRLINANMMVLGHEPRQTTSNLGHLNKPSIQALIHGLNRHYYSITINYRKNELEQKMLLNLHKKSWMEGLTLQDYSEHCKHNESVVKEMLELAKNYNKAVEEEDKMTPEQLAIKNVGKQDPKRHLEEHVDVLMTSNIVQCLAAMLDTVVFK
# MT1-MMP act inh: blockers of MT1-MMP proenzyme processing, primary screen, HT1080 RFP-PRO-GFP cells, GFP/RFP fluorescence; GFP/RFP ratio fluorescence, overnight; percent of plate control window, DMSO zero; GFP/RFP ratio change, % at 20 µM; hit rate 0.061% among 360,000; AID 651647, 2012;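 active = GFP/RFP ratio change of at least 30% with cell ATP level not reduced by more than half and red fluorescence within 50% of control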; note: strong numbers were not always called active
#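 Test system: HT1080 cells expressing an RFP-PRO-GFP fluorescent reporter construct / Compound dosing: single-point 20 µM compound, 1% DMSO / Schedule: cells overnight before dosing, compound overnight, 37 °C, 5% CO2 / Evaluation: GFP/RFP fluorescence ratio / Control set: DMSO and RFP-L50D-GFP cell wells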
# Scp1 inh: Scp-1 phosphatase inhibitors, primary screen, biochemical, colorimetric, uHTS; AID 493091, 2011; Recombinant Scp1, phosphopeptide, malachite green phosphate absorbance; Carboxy-terminal domain RNA polymerase II polypeptide A small phosphatase 1 (Homo …; inhibition, % at 20 µM; hit rate 0.88% among 340,000;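 active = inhibition above about 50% at 20 µM, limit read from the data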;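 note: plate controls were DMSO wells with enzyme for no effect and wells lacking enzyme for full effect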
# Target sequence (Q9GZU7 76-261 limits assumed): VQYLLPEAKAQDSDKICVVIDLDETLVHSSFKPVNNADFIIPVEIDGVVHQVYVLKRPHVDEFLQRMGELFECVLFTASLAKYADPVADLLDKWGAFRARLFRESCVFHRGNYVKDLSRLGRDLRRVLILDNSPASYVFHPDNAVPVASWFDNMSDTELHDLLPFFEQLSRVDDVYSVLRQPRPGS
#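 System: SCP-1 catalytic domain; Reagent: Phospho 17-mer peptide substrate; Doses: one concentration, 20 µM, with 1.0% DMSO; Incubation: 45 min room-temperature reaction, 5 min colour, 30 min stabiliser; Signal: Phosphate-binding colour reagent, absorbance read at 630 nm.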
# NadD block: inhibitors of S. aureus NadD, primary screen, biochemical, colorimetric, uHTS. Nicotinate-nucleotide adenylyltransferase NadD (Staphylococcus aureus N315). purified NadD enzyme, colorimetric absorbance read-out. inhibition, % at 20 µM. hit rate 0.78% among 360,000. AID 602399, 2012; in the data active = inhibition above about 26%; note: some compounds past the cut are filed as inactive
# DNMT1 inh: human DNMT1 methyltransferase inhibitors, primary screen, biochemical, molecular beacon, fluorescence, HinP1I cleavage, uHTS | DNA (cytosine-5)-methyltransferase 1 (Homo sapiens), P26358 | inhibition (reported as % activation of signal), % at 10 µM | hit rate 0.83% among 360,000; in the data active = inhibition above about 50%
# SKN-1 block: suppressors of acrylamide-induced Pgst-4::GFP reporter in worms, primary screen, SKN-1 inhibitor project, whole organism, uHTS, GFP/RFP fluorescence ratio, strain VP596. C. elegans VP596 Pgst-4::GFP/RFP ratio, 24 h. inhibition, % at 21.8 µM. hit rate 0.49% among 360,000. AID 624304, 2012;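 active = interference check ratio from 0.5 to 1.5 plus GFP to RFP signal ratio inhibition reaching or exceeding a fixed threshold, cut at about 30% in these data, passing the limit was not always enough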; note: some compounds called inactive have numbers as strong as hits
# LMPTP inh: LMPTP phosphatase inhibitors, primary screen, biochemical, fluorescence intensity, uHTS | recombinant LMPTP-A, OMFP fluorogenic substrate | inhibition, % at 20 µM | Low molecular weight phosphotyrosine protein phosphatase (Homo sapiens), P24666 | hit rate 0.22% among 360,000;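 active = compounds that cut the enzyme signal by at least half of the control window in the single-dose screen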;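 note: plate controls were DMSO wells with enzyme plus substrate for no effect and substrate without enzyme for full effect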
# Target sequence (P24666 whole entry, looked up): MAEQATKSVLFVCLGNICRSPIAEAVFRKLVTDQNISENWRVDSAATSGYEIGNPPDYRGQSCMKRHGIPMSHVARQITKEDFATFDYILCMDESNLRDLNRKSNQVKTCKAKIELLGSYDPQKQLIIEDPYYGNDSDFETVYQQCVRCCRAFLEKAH
#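 Test system: LMPTP-A, protein tyrosine phosphatase of low molecular weight; Input: 0.625 nM enzyme; Incubation: 50 min dark incubation at room temperature; Signal: endpoint fluorescence intensity from OMFP dephosphorylation; Read-out basis: % inhibition versus control wells.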
# STEP block: STEP phosphatase inhibitors, primary screen, biochemical, fluorescence intensity, uHTS; hit rate 0.25% among 360,000; recombinant STEP, OMFP fluorogenic substrate; Tyrosine-protein phosphatase non-receptor type 5 (Homo sapiens), P54829; inhibition, % at 20 µM; AID 588621, 2011;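 active = inhibition at 20 µM, scaled per plate between control wells, above about 37%, limit read from the data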;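 note: 0% = DMSO with enzyme and substrate and 100% = substrate only without enzyme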
#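 System: isolated STEP enzyme; schedule: 20 min enzyme reaction at room temperature, protected from light; medium: Bis-Tris buffer pH 6.0, 2.5 mM DTT, 0.005% Tween 20; signal: fluorescence, 480/540 nm; dosing: single compound dose of 20 µM, 1% DMSO final; also added: OMFP substrate, 25 µM final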
# Active calls of the source: *; i = inactive; · = no result given; + = active, no number.
SMILES,SUMO1 PPI mod,NRP1-CendR mod,Rpn11 inh,MT1-MMP act inh,Scp1 inh,NadD block,DNMT1 inh,SKN-1 block,LMPTP inh,STEP block
Cc1nc(C(=O)N(C)C)nn1-c1cc(Cl)cc(Cl)c1,-1.4,0.4,i,-3.7,-2.0,-4.9,4.6,-8.9,-1.6,-5.0
CC(C)N(Cc1nccn1C)C(=O)c1ccc2oc(Cc3ccccc3)nc2c1,1.4,-6.3,i,1.6,-6.3,-2.2,0.9,3.2,0.0,-2.3
CCOC(=O)Cc1csc(SCC(=O)NC(C)C23CC4CC(CC(C4)C2)C3)n1 (stereo not drawn),3.3,-8.9,i,6.6,-1.0,-3.0,5.7,-3.9,0.2,-12.4
Cc1cc(C)nc(NC(=O)c2cccc(Br)c2)n1,1.5,3.7,i,5.0,6.0,-2.5,0.9,-3.8,-1.3,-2.8
O=[N+]([O-])c1ccc(S(=O)(=O)N(CCCN2CCOCC2)Cc2cccs2)cc1,-23.9,10.7,i,-1.6,-8.1,-7.7,1.2,3.5,-2.2,0.5
O=C(c1ccco1)N1CCN(Cc2nnnn2CCc2ccccc2)CC1,-4.4,5.6,i,4.7,9.4,8.9,0.2,-5.1,-0.6,0.5
COc1cccc(C2CN(c3ccc(F)cc3F)N=C2c2cccs2)c1OC (stereo not drawn),0.1,-8.5,i,-1.7,-9.1,-1.0,-4.5,-6.4,3.6,-0.5
Cc1ccc(C(=O)NCC(=O)N2CCN(c3ncccn3)CC2)s1,2.4,-3.1,i,-3.6,-6.0,-1.3,5.7,-6.0,-0.2,0.6
CCOCCCNC(=O)c1cc2c(=O)n3cccc(C)c3nc2n1C,-12.5,-71.6,i,16.9,-6.6,3.1,3.3,-2.5,-0.4,-1.3
Cc1ccc2cc3cc(C(=O)NCCCN4CCc5ccccc5C4)oc3nc2c1,-18.6,2.1,i,6.0,-4.8,0.4,-6.9,-7.8,4.0,-1.4
CCn1ccnc1CN(C)Cc1cn(C)nc1-c1ccccc1F,0.5,3.8,i,-7.9,-8.0,-5.5,2.1,8.9,-0.7,-4.0
CC(C)C[C@H]1CNC(=O)C(=O)N1C[C@H]1CCCN1C[C@H](CC(C)C)N1C[C@H](CC(C)C)N(CCc2ccccc2)C(=O)C1=O,-1.5,-17.0,·,-3.3,·,6.1,·,8.5,-1.1,·
CC(=O)C1C(c2cn(-c3ccccc3)nc2-c2cccs2)NC(=O)NC1(O)C(F)(F)F (stereo not drawn),2.0,1.5,i,-3.0,-3.9,-3.2,0.7,-9.8,0.1,-5.4
O=C(Nc1ccc(Cl)c(Cl)c1)OCc1cccnc1,-2.3,11.9,i,12.5,-8.1,-6.8,-6.7,6.8,0.5,1.5
O=C(Nc1c2c(nn1-c1ccc(F)cc1)CS(=O)(=O)C2)C1CCCC1,3.6,10.2,i,-2.9,-3.4,-1.7,0.3,-11.6,-2.0,-0.4
CCNC(=O)NC(=O)CSc1ccc(S(=O)(=O)N2CCCCC2)cn1,6.2,2.5,i,3.0,-4.6,2.6,6.0,4.7,-0.8,1.6
COc1cc(NC(=O)c2ccccc2)c(OC)cc1NC(=O)Cc1ccc(F)cc1,4.3,2.5,i,4.1,-11.7,-4.2,-9.8,-11.4,0.9,-0.6
CC(=O)Nc1cccc(NC(=O)C(=O)c2cn(CC(=O)N3CCCCC3)c3ccccc23)c1,-20.3,-9.7,i,1.8,-9.3,4.9,-4.0,3.7,1.5,0.7
Cc1cc(S(=O)(=O)N2CCN(C(=O)c3ccco3)CC2)ccc1F,2.1,6.8,i,-0.7,-6.0,-4.2,2.3,-6.8,-2.0,2.4
C#CCNCCS(=O)(=O)N(Cc1ccc(Br)cc1)[C@@H](CC(C)C)C(=O)O,9.4,-1.1,i,4.1,6.5,0.9,-1.9,14.9,-1.4,3.9
COc1ccc(/C=C/C(=O)Oc2ccc(C)cc2)cc1,-3.2,1.4,i,1.3,-17.8,7.0,-2.3,-7.3,2.1,0.3
COc1cc(OC)nc(/N=C/N(C)C)n1,3.1,-3.5,i,2.4,0.6,-7.7,0.9,-4.7,-1.0,0.4
CC(Oc1ccc(Cl)cc1Cl)C(=O)NNC(=O)c1cccnc1 (stereo not drawn),1.9,6.5,i,0.7,-5.2,-5.3,2.5,4.7,-2.4,-0.6
COc1cccc(NC(=O)C2CCCN2C(=O)Nc2ccccc2F)c1 (stereo not drawn),-0.7,-1.3,i,2.6,-8.0,2.0,-5.0,9.1,-0.7,-8.7
CC1CC1c1ccc(/C=C(\C#N)C(=O)Nc2ccc(Cl)cc2)o1 (stereo not drawn),-5.5,-20.1,i,-3.1,-0.8,-11.1,-3.0,4.4,2.1,1.2

# Further records:
SMILES,SUMO1 PPI mod,NRP1-CendR mod,Rpn11 inh,MT1-MMP act inh,Scp1 inh,NadD block,DNMT1 inh,SKN-1 block,LMPTP inh,STEP block
COc1ccccc1N(CC(=O)N1CCOCC1)S(C)(=O)=O,0.6,3.3,i,-1.5,-6.0,-5.8,-1.6,6.8,-0.5,-0.2
Cc1ccc(-n2c(SCC(=O)N3CCCc4ccccc43)nnc2-c2cccnc2)c(C)c1,-1.9,-39.0,i,-10.3,-1.2,5.3,-0.7,0.4,-1.5,-1.6
Cc1ccc(NC(=S)N2CCC(NC(=O)c3cccc(F)c3)CC2)cc1,-1.0,0.7,i,-0.8,1.4,-1.2,-0.7,4.8,-1.2,1.2
CC(C)C[C@@H](CN)NC(=O)c1nc[nH]c1C(=O)N[C@@H](CC(C)C)C(=O)CNC[C@H](C)NC(=O)c1nc[nH]c1C(=O)N[C@@H](CC(C)C)C(=O)O,1.6,-0.5,i,3.2,·,24.1,4.3,-3.2,-2.4,2.4
Cc1nc(Cl)sc1C(=O)Nc1ccc(C(F)(F)F)cc1,7.3,-2.2,i,1.2,-5.1,-2.8,4.6,-2.6,-2.3,0.3
O=[N+]([O-])c1ccccc1S(=O)(=O)NC1CC2CCC1C2 (stereo not drawn),-4.8,3.9,i,-3.5,-2.8,-4.2,-0.2,4.5,-2.1,-0.7
Cc1cccnc1NC(=S)NC(=O)c1oc2ccccc2c1C,-2.6,4.5,i,-0.9,-0.8,3.5,-2.0,3.5,1.4,3.3
COc1ccc(Cl)cc1C1=NOC2(CCC2)C(=O)N1Cc1ccc(NC(C)=O)cc1,-1.0,-8.6,i,1.1,·,-3.2,-8.1,9.2,0.7,1.4
CC/C(=N\NC(N)=O)c1ccc(OC(F)F)cc1,-2.1,4.8,i,-6.8,-2.9,0.9,0.8,1.5,-2.3,-2.5
CNC(=O)c1ccc(NC(=O)c2ccccc2OCc2c(C)noc2C)cc1,-3.7,1.8,i,0.0,·,-1.7,-0.5,20.5,-0.5,3.0
COc1cc([N+](=O)[O-])cc(/C=N/NC(=O)c2ccc(NC(=O)c3ccc(C)cc3)cc2)c1O,1.1,-12.6,+,-55.1,-9.0,82.4*,-1.6,7.3,11.4,5.7
O=C(O)CSCC(=O)Nc1ccc(-c2nc3ccccc3s2)cc1,9.8,-25.4,i,4.4,-3.6,-2.8,-7.7,-14.3,1.7,17.9
O=S(=O)(Cc1ccccc1)N1CCN(C2Cc3ccccc3C2)CC1,1.0,4.5,i,-1.4,0.6,-4.7,11.5,-14.9,7.3,-1.2
COc1ccc(CN2CCNC(=O)C2CC(=O)NCC2CCOCC2)cc1C (stereo not drawn),-0.3,-2.3,i,-7.2,-5.1,3.1,-3.8,2.7,-0.3,0.9
Cc1[nH]c2ccccc2c1/C=N/Nc1nc2ccccc2[nH]1,-8.9,7.8,i,18.4,2.3,-2.8,-8.3,-6.4,3.6,4.8
CCOC(=O)C1CCN(S(=O)(=O)c2ccc(C(C)=O)cc2)CC1,-1.9,3.0,i,-0.8,-4.5,-4.1,1.7,9.8,-1.4,1.2
O=C(Nc1ccccc1C(=O)N1CCCC1)c1cccc(S(=O)(=O)N2CCCCC2)c1,-0.8,17.0,i,0.2,0.6,7.3,-2.0,-9.6,-1.1,-0.5
O=S(=O)(Nc1cccc(Cl)c1)c1ccc(-n2cccn2)cc1,11.4,0.7,i,2.7,-15.3,-10.4,-3.8,-14.3,1.6,-2.7
CCN1C(=O)/C(=C\c2cn(-c3ccccc3)nc2-c2cccnc2)SC1=S,8.0,35.6*,i,-6.8,6.1,9.3,53.3*,11.0,0.1,-0.6
CCc1ccc(CN2CCC(n3nccc3NC(=O)c3ccccc3Cl)CC2)cc1,4.4,-0.7,i,1.8,-7.1,-2.4,-1.7,-17.6,-0.1,-3.4
COc1cccc(/C=N/NC(=O)CNC(=O)c2ccco2)c1O,-12.2,-13.9,i,3.9,-19.9,-10.1,2.1,1.8,-2.1,1.7
COc1ccc(C(=O)C2CCCN(C(=O)c3cc(C)on3)C2)cc1F (stereo not drawn),-1.2,2.2,i,-5.0,0.8,-1.0,0.1,5.1,-2.1,-2.5
COc1ccc(NC(=S)NC(=O)c2cncc(Br)c2)cc1,2.4,10.6,i,-5.8,3.8,2.8,-0.7,-15.7,0.3,-0.4
COc1ccc2c(c1OC)C(=O)N1N=C(c3ccc(O)cc3)CC21 (stereo not drawn),-9.6,3.7,i,4.2,1.0,-0.1,6.4,13.4,0.5,0.7
O=C(CSc1ccc(-c2ccc(F)cc2)nn1)N1CCCc2ccccc21,-0.7,-4.6,i,-0.9,0.1,-6.0,0.5,10.8,1.0,3.3
Cc1ccc(NC(=O)CCl)cc1S(=O)(=O)N1CCCCCC1,1.5,0.0,i,-2.9,-12.5,-4.3,1.8,-10.1,0.2,3.1

# Entries of single compounds, quoted from the list. Order of values: SUMO1 PPI mod, NRP1-CendR mod, Rpn11 inh, MT1-MMP act inh, Scp1 inh, NadD block, DNMT1 inh, SKN-1 block, LMPTP inh, STEP block
# Results for `COc1ccc(NC(=S)NC(=O)c2cncc(Br)c2)cc1` : 2.4, 10.6, i, -5.8, 3.8, 2.8, -0.7, -15.7, 0.3, -0.4
# Results for `COc1ccc2c(c1OC)C(=O)N1N=C(c3ccc(O)cc3)CC21` (stereo not drawn) : -9.6, 3.7, i, 4.2, 1.0, -0.1, 6.4, 13.4, 0.5, 0.7
